Assay outcomes (PubChem BioAssay)
STAT1 inh – STAT1 signaling inhibitors, primary screen, cell-based, HTS, luciferase reporter; inhibition, % at 5.5 µM; AID 920, 2007; hit rate 0.35% among 200,000; NIH 3T3 STAT1-luciferase reporter, IFN-gamma, luminescence;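 active = inhibition above a set limit, the mean inhibition across all tested compounds plus 3 SD, cut at about 34% in these data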;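 also: 0% = IFN-gamma with DMSO and 100% = IFN-gamma with 300 µM nifuroxazide; values of inactives mirror those of a sister screen read the other way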
TLR4 MyD88 comp – inhibitors of TLR4-MyD88 association in cells, primary screen, cell-based, HeLa CL3-4, BLA complementation, FRET ratio | AID 861, 2007 | inhibition, % at 8.4 µM | HeLa CL3-4 TLR4/MyD88 BLA complementation | hit rate 0.18% among 200,000; in the data active = inhibition above about 25%;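 also: 0% = vehicle and 100% = reference inhibitor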
Target sequence (O00206 whole entry, looked up): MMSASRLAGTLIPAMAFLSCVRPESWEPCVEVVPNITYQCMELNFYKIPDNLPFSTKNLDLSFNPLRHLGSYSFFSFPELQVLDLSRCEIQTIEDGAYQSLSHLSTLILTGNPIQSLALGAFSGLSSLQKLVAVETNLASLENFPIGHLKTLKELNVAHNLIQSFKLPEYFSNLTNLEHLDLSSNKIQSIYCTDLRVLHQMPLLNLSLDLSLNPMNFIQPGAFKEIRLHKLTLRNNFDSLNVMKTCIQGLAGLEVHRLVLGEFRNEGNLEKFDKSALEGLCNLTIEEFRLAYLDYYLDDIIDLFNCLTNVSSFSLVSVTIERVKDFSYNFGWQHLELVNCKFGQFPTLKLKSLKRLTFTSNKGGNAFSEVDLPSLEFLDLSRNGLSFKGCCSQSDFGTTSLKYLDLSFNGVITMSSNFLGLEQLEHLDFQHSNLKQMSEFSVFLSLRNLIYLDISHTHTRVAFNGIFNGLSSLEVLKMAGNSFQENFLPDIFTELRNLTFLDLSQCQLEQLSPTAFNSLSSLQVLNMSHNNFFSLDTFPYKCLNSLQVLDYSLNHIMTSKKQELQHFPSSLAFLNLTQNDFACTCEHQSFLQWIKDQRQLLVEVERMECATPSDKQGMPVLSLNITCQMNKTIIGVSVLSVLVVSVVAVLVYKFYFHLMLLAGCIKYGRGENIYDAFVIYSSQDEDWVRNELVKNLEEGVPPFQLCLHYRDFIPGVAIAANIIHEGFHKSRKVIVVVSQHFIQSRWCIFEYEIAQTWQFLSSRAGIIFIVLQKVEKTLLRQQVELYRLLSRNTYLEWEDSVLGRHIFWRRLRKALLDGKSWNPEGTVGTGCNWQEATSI
Target sequence (Q99836 whole entry, looked up): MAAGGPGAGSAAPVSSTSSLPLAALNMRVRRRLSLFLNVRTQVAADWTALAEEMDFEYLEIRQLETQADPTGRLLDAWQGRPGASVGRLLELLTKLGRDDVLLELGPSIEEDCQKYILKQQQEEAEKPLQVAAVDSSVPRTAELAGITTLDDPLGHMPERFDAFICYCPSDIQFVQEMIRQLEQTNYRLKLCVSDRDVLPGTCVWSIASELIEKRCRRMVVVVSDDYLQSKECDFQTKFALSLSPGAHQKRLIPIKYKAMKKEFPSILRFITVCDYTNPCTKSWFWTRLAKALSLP
NF-kB expr up – activators of NF-kB expression in neurons, primary screen, cell-based, HTS. fold change at 12.5 µM. human neuronal cells, NF-kB reporter expression; active compounds read high. AID 1239, 2008. hit rate 1.6% among 190,000; in the data active = fold change above about 3.3
STAT3 act – IL-6 driven STAT3 reporter potentiators, primary screen, U3A cells, luciferase, luminescence, MLSCN library. IL-6 STAT3-luciferase reporter; 100% = signal with IL-6 EC80 alone. activation (% of control), % at 5.6 µM. hit rate 0.91% among 190,000. AID 871, 2007;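 active = activation above the screen-wide mean of compound activation plus 3 SD, cut at about 130% in these data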;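 also: 0% = background luminescence of wells with medium and substrate only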
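Material: STAT1-lacking human U3A cells, STAT3 luciferase reporter | Benchmarks: IL-6-only wells as 100% reference | Probe or stimulus: IL-6 (33 ng/mL) | Timing: Compound 1 h, then IL-6 6 h at 37 °C | Detection: Luminescence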
Efa HMGR inh – inhibitors of E. faecalis class II HMGR, primary screen, biochemical, Enterococcus faecalis; HMG-CoA reductase (Enterococcus faecalis, mvaE); purified E. faecalis HMGR, NADPH absorbance 340 nm kinetic; inhibition, % at 10 µM; hit rate 0.41% among 190,000; AID 1066, 2008;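 active = inhibition above a set limit, the median over all tested compounds plus 3 SD, cut at about 9.5% in these data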;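 also: enzyme runs in reverse so mevalonate oxidation gives rising NADPH absorbance; 0% = complete reaction with DMSO and 100% = background rate lacking mevalonate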
STAT3 inh – IL-6 driven STAT3 reporter inhibitors, primary screen, U3A cells, luciferase, luminescence, MLSCN library; IL-6 STAT3-luciferase reporter; host cell line lacks STAT1; inhibition, % at 5.5 µM; hit rate 0.89% among 190,000;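 active = inhibition above the mean inhibition across all screened compounds plus 3 SD, cut at about 44% in these data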;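 also: 0% = DMSO only wells and 100% = 100 µM nifuroxazide control wells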
Hsp70 act – Hsp70 transcriptional activators, primary screen, cell-based, HeLa, Hsp70 promoter luciferase, luminescence, 10 µM; HeLa Hsp70 promoter luciferase reporter; scaled: vehicle 0, proteasome-inhibitor control 100%; activation, % at 10 µM; hit rate 0.04% among 200,000; AID 1203, 2008;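 active = activation above the mean across all tested compounds plus 3 SD, cutoff set per campaign, cut at about 5.5% in these data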;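 also: 100% = MG132 at 30 µM as the positive control and 0% = DMSO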
APP 5'UTR act – activators of APP 5'UTR luciferase reporter, primary screen, SH-SY5Y cells; SH-SY5Y APP 5'UTR luciferase reporter, luminescence; zero percent = DMSO vehicle wells; activation, % at 2 µM; hit rate 1% among 190,000;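 active = activation above a set limit, based on mean plus 3 SD of controls, cut at about 140% in these data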; also: values of inactives mirror those of a sister screen read the other way
DTT redox prof – compounds producing H2O2 with reducing agent – biochemical, NIH compound library profiling, artefact control for MLSCN library redox annotation, primary screen; DTT-dependent redox cycling H2O2, phenol red/HRP absorbance; 100% = 100 µM peroxide control, 0% = buffer; activation, % at 10 µM; hit rate 0.03% among 200,000; AID 878, 2007;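 active = activation of at least 50% relative to the plate's high and low controls in the primary single-dose screen; inactive = activation below 50%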;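 also: compound incubated with DTT at 0.8 mM final as the reducing agent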
STAT1 activator – STAT1 signaling activators, primary screen, cell-based, HTS, luciferase reporter; AID 932, 2007; NIH 3T3 STAT1-luciferase reporter, IFN-gamma, luminescence; 100% = IFN-gamma alone, no compound; activation (% of control), % at 5.5 µM; hit rate 2.6% among 200,000;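 active = activation above the screen-wide mean activation plus 3 SD, cut at about 130% in these data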;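 also: raw ratio to IFN-gamma control signal so 100% means no change and 0% no light; values of inactives mirror those of a sister screen read the other way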
* hit, by the source's call; . = not tested or not shown.

SMILES	STAT1 inh	TLR4 MyD88 comp	NF-kB expr up	STAT3 act	Efa HMGR inh	STAT3 inh	Hsp70 act	APP 5'UTR act	DTT redox prof	STAT1 activator
CC(=O)C1=C(O)C(=O)N(CCC(=O)O)C1c1ccccc1Cl (stereo not drawn)	-2	6	1.2	104	0	-5	0.0	.	8.6	100
O=C1CCCC(=O)C1=Cc1c[nH]c2ccccc12	2	1	0.83	126	-1	-23	-0.1	-4	-1.7	98
Cc1ccc(-n2c(=O)cc(N3CCc4ccccc4C3)[nH]c2=O)cc1	-2	-10	1.1	99	4	4	0.1	11	0.9	100
CC(=O)Nc1ccc(NC(=O)Cn2c(CC(=O)N3CCCC3)nc3ccccc32)cc1	3	-5	1.2	99	-5	3	-0.3	-3	1.9	98
O=C(OCc1cnc(Cl)s1)c1cccc(Cl)c1	-1	0	1.3	86	2	21	-0.2	-5	-3.6	101
Cc1cc(C(=O)NCCN2CCOCC2)ccc1[N+](=O)[O-]	1	6	1.2	94	-8	8	-0.1	-8	-0.5	100
Cc1sc2nc(-c3ccccc3)oc(=O)c2c1C	-21	-7	3.2	112	2	0	0.1	29	0.6	118
COc1ccc(CCNC(=O)CSc2nc(N)c(C#N)c(-c3cccs3)c2C#N)cc1OC	15	3	0.92	94	-2	8	-0.4	-11	0.0	87
CSc1nnc2c(n1)c(C)nn2-c1cccc(C)c1	-15	3	1.4	115	-6	-16	0.0	24	1.1	107
Cc1ccc(-c2nc3cnccn3c2Nc2ccc3c(c2)OCO3)cc1	2	4	1.6	102	-7	7	1.1	-10	-0.3	98
COCCNC(=O)CN(C(=O)CCC(=O)Nc1cc(C)on1)c1ccccc1C	5	-3	1	100	2	4	-0.5	11	1.5	95
O=C(CCn1c(=S)[nH]c2ccccc2c1=O)N1CCOCC1	-3	2	1.1	101	-6	7	-0.2	19	-1.1	102
COc1ccc(OC)c([N+](=O)[O-])c1C(N)=O	-10	-3	1.3	114	-2	-12	-0.2	23	-0.5	108
O=C(CCSCc1ccccc1)Nc1ccc2c(c1)OCCO2	-30	3	1.4	107	-2	0	0.2	4	-0.6	126
COc1ccc(C(=O)NCC(C)C)c(OC)c1	2	5	1.6	91	2	15	-0.4	0	0.0	95
COC(=O)CNC(=O)COC(=O)/C=C/c1ccc(F)cc1	6	-14	1.3	102	-3	2	-0.1	-8	-0.1	96
C/C(=N\NC(=S)Nc1c(C)cccc1C)c1ccc(OC(F)F)cc1	9	3	1.1	92	2	8	-0.2	-17	-0.2	91
COc1ccc(N(CC(=O)N2CCCC(C)C2)S(=O)(=O)c2c(C)nn(C)c2C)cc1 (stereo not drawn)	-5	13	0.83	101	-4	3	-0.4	11	-2.0	104
CS(=O)(=O)Nc1ccc(C(=O)NCC2CCCO2)cc1 (stereo not drawn)	-1	0	1	99	-2	2	0.0	-2	1.5	101
CC(=O)Nc1ccc(N2C(=O)CSC2c2c(F)cccc2Cl)cc1 (stereo not drawn)	1	-9	0.82	97	-6	8	-0.3	13	0.2	99

Shown as a markdown table: entries from further up
| mol | STAT1 inh | TLR4 MyD88 comp | NF-kB expr up | STAT3 act | Efa HMGR inh | STAT3 inh | Hsp70 act | APP 5'UTR act | DTT redox prof | STAT1 activator |
| --- | --- | --- | --- | --- | --- | --- | --- | --- | --- | --- |
| O=C(CCn1c(=S)[nH]c2ccccc2c1=O)N1CCOCC1 | -3 | 2 | 1.1 | 101 | -6 | 7 | -0.2 | 19 | -1.1 | 102 |
| COc1ccc(OC)c([N+](=O)[O-])c1C(N)=O | -10 | -3 | 1.3 | 114 | -2 | -12 | -0.2 | 23 | -0.5 | 108 |
| O=C(CCSCc1ccccc1)Nc1ccc2c(c1)OCCO2 | -30 | 3 | 1.4 | 107 | -2 | 0 | 0.2 | 4 | -0.6 | 126 |

(further entries)
SMILES	STAT1 inh	TLR4 MyD88 comp	NF-kB expr up	STAT3 act	Efa HMGR inh	STAT3 inh	Hsp70 act	APP 5'UTR act	DTT redox prof	STAT1 activator
Cc1ccc(C(=O)CCNc2cccc(Br)c2)o1	-1	1	1.1	89	-2	16	-0.2	3	-0.4	101
O=C(NCc1cccnc1)c1cnn2ccccc12	0	11	1.1	98	2	11	-0.2	8	-0.6	100
Cc1ccccc1C(=O)NC(=S)NCC(=O)c1ccccc1	1	9	1.1	94	-3	12	0.1	-2	-3.6	99
Cc1cc(C)c(C)c(S(=O)(=O)N2CCN(C(=O)c3cc(=O)[nH]c4ccccc34)CC2)c1C	-5	10	0.37	101	-4	3	-0.3	-12	2.3	104
Cc1nn(-c2nc3ccccc3s2)c(N)c1Sc1ccc(F)cc1	-42	18	1.2	158*	-9	-59	0.0	32	3.7	138*
O=C(CCC1CCCN(C(=O)c2ccc3c(c2)OCO3)C1)N1CCN(c2ccccn2)CC1 (stereo not drawn)	8	-7	0.84	93	-7	11	-0.5	3	-0.2	91
Cc1oc(-c2ccccc2)nc1CS(=O)CC(=O)N1CCc2ccccc2C1 (stereo not drawn)	4	6	0.97	106	-6	2	-0.1	.	-1.6	96
O=C(Nc1ncccn1)c1cc(-c2ccc(F)cc2)nc2ccccc12	-6	2	0.69	101	4	-1	-0.2	-2	-0.5	107
CCn1c(C(=O)N2CCC(C(=O)NCc3cccs3)CC2)cc2sccc21	0	-4	1.5	100	-12	5	-0.3	1	-1.1	100
CC(=O)Nc1ccc(-c2cn3cccnc3n2)cc1	-15	13	1.5	108	-5	-4	0.0	-35	1.8	114
C/C(=N\NC(=O)C1CC1c1ccccc1)c1cccc([N+](=O)[O-])c1 (stereo not drawn)	-1	-20	1.2	90	-6	18	-0.2	-20	2.2	101
O=C(COc1ccc(Cl)cc1)N1CCCC1	-4	-1	1.2	103	4	-1	0.1	12	1.3	102
Cc1cc(N2C(=O)CC(N3CCN(C(c4ccccc4)c4ccccc4)CC3)C2=O)no1 (stereo not drawn)	10	-2	1.1	101	-4	2	-0.3	-32	0.8	89
Cc1nn(CC2CC2)c(=O)n1-c1ccccc1F	4	-4	1.2	100	-1	4	-0.5	7	-1.2	96
CCOC(=O)c1sc(NC(=O)C(CC)Sc2nccn2C)nc1C (stereo not drawn)	15	4	0.98	92	-2	10	0.0	1	-4.3	86
COc1ccc(CN2CC(C(=O)NCCC(C)C)CC2=O)cc1 (stereo not drawn)	-3	-5	1.3	91	-2	20	-0.1	-5	0.2	102
CCc1c(C(=O)NN2C(=O)C3CCCCC3C2=O)csc1C (stereo not drawn)	1	-1	1.1	97	-3	4	-0.4	-11	-0.2	99
COc1ccc(NCC(O)Cn2c(C)c(C)c3ccccc32)cc1 (stereo not drawn)	1	-13	0.86	101	-10	2	-0.2	17	-0.8	97
CCc1ccccc1N(CC(=O)N1CCN(c2ccc(F)cc2)CC1)S(C)(=O)=O	9	1	0.79	104	-2	0	0.2	-4	-0.2	92
COc1ccccc1NS(=O)(=O)c1cc(NC(=O)c2cccs2)ccc1N1CCCC1	9	1	1.1	120	1	-18	-0.2	8	-0.1	92
O=C(/C=C/c1ccc(Cl)cc1Cl)N1CCc2ccccc21	-45	-11	2.9	97	3	9	0.6	103	1.0	141*
O=C(Cc1cccc2ccccc12)N1CCCc2ccccc21	3	10	0.83	108	4	-5	-0.3	4	2.5	97
Cc1ccc(C)n1Cc1ccccc1Cl	-1	1	.	110	2	-5	-0.1	-9	-0.3	102
Cc1cc(NS(=O)(=O)c2ccc(NC(=S)NC(=O)c3cccc(S(=O)(=O)N(C)C)c3)cc2)no1	7	-1	1.1	104	1	-2	-0.3	-10	-0.8	94
CC(C)(C)C(=O)/C=C(\N)c1ccncc1	-5	-6	1.2	107	-5	1	-0.4	2	1.6	105
COCNc1nc(OCC#N)nc(N(C)C)n1	-9	8	1.1	100	1	4	0.1	8	1.4	108
COc1ccc2sc3ccccc3c(=O)c2c1	-35	4	2.4	101	1	4	0.2	42	-5.2	132*
COc1nc(C)nc2c1sc1nc3c(cc12)COC(C)(C)C3	-40	4	2.6	97	-2	10	0.2	55	0.3	137*
Nc1nnnn1/N=C/c1ccccc1OCc1ccc(Cl)cc1	-8	-4	1	85	-1	22	-0.5	8	0.8	107
Cc1ccccc1NC(=O)CSc1nc(N)c(C#N)cc1C#N	-5	-1	0.87	97	-2	4	-0.2	-18	0.1	98
Cc1cccc(NC(=O)CSc2nc3[nH]ncc3c(=O)n2-c2ccccc2)c1	4	-1	0.79	97	2	7	-0.1	-3	0.9	96
Cc1cc(C)n2nc(S(=O)(=O)N(CC(C)C)CC(C)C)nc2n1	8	2	1.1	109	2	-10	-0.2	35	0.0	93
CCOC(=O)Cn1nc(C)n(-c2ccc(Cl)cc2)c1=O	3	15	1.1	94	-3	12	-0.6	15	-0.6	95
COC(CNC(=O)C(C)n1nc(C)c2ccccc21)OC (stereo not drawn)	-8	9	0.95	101	0	0	-0.3	-17	0.0	106
Cc1cc(C(=O)N/N=C/c2cccc([N+](=O)[O-])c2)c(C)n1-c1ccccc1	-35	0	1.2	104	-1	-5	-0.2	36	0.4	132*
Cc1nc(SC2CCOC2=O)c2c(C)c(C)sc2n1 (stereo not drawn)	12	-5	0.98	102	-3	-2	-0.1	5	0.7	90
CCOC(=O)CSc1nc(-c2ccccc2)ns1	-3	2	1.2	86	-1	23	-0.2	-3	-0.3	102
COC(=O)c1ccc(C(=O)OC)c(NC(=O)CSc2ccccn2)c1	-4	-8	1	94	-1	13	-0.3	.	0.2	103
Cc1ccc(C(=O)c2c(NC(=O)c3ccncc3)sc3c2CCCC3)cc1	4	0	1.1	101	3	5	-0.2	2	2.0	96
CCOc1cc(/C=N/NC(=O)CN2CCCCC2)ccc1OCc1ccc(Cl)cc1	0	2	1.1	98	-4	0	-0.2	3	0.0	100
CCN(CC)c1ccc(C2C(C(=O)Nc3ccccn3)=C(C)NC3=C2C(=O)CC(C)(C)C3)cc1 (stereo not drawn)	-1	-6	0.71	98	-5	5	-0.2	-3	0.1	101
O=[N+]([O-])c1ccc(CSc2nnc(Cc3ccccc3)n2-c2ccc(F)cc2)cc1	-2	-6	1.2	94	-7	8	0.1	-5	2.2	102
CCOC(=O)N1CCC(NC(=O)CCCN2C(=O)CSc3ncccc32)CC1	6	1	1.1	97	-8	10	-0.2	6	-0.4	93
CC(C)=CCN1CCN(CC#Cc2ccccc2)CC1CCO (stereo not drawn)	-3	5	0.89	103	-4	-2	-0.1	-2	-0.2	101
COC(=O)CN1C(=O)COc2ccc(Cl)cc21	-7	-9	1.1	103	1	-4	0.9	7	0.0	106
COc1ccccc1NC(=S)NCCc1c[nH]c2ccccc12	5	-6	1	116	-4	-20	-0.4	4	-6.7	95
